From PubChem
CHO parental Ca – signal in parental CHO cells, OX1R antagonist counter-screen; parental CHO-K1, ATP-induced calcium, Fluo-8 fluorescence; actives 0.63% (n = 330,000); inhibition, % at 5.6 µM;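 active means inhibition above that plate's mean sample inhibition plus 3 SD, cut at about 26% in these data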;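 further: 0% = ATP-challenged DMSO wells and 100% = DMSO wells without ATP; some compounds past the cut are filed as inactive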
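test system = CHO parental line | reagent = ATP stimulus | measured by = intracellular calcium via Fluo-8 no-wash fluorescent dye | control set = ATP and no-ATP DMSO wells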
OXTR potentiator – potentiates the human oxytocin receptor response; actives 0.061% (n = 320,000); activation, % at 3 µM; CHO-OTR cells, Fluo-8 calcium fluorescence, potentiator mode; 0% = oxytocin EC15, 100% = EC100; P30559;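 active means activation above that plate's cutoff, the mean activation of tested compounds plus 3 SD, cut at about 6.6% in these data, passing the limit was not always enough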;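 further: 100% uses oxytocin at 75 nM as the full agonist control; some results filed as inactive read as strong as hits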
Target sequence (P30559 whole entry, looked up): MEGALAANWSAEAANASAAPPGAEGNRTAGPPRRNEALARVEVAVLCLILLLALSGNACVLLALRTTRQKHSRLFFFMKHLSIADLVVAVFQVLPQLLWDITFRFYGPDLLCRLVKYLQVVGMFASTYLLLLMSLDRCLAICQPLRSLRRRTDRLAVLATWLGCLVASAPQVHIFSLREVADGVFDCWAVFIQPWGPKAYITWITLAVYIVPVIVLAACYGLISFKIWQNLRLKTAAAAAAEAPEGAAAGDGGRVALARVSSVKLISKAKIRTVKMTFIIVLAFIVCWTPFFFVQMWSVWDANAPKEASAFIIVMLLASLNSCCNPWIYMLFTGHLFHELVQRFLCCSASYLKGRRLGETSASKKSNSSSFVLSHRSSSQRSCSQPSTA
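System: human OTR in CHO cells / Also added: sub-maximal oxytocin, roughly EC15 / Control set: EC15 oxytocin low, 75 nM oxytocin high / Schedule: 6 min compound pre-incubation at room temperature, 100 s kinetic read / Compound: single-point 3.0 µM / Replication: singlicate / Technique: Fluo-8 calcium dye fluorescence / Read-out basis: % activation of max/min ratio relative to oxytocin controls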
CHRM4 agonist – CHRM4 agonism in calcium assay; P08173; CHO-K1 hM4/Gqi5, Fluo-8 calcium fluorescence; vehicle 0%, full acetylcholine response 100%; actives 0.14% (n = 360,000); activation, % at 3 µM;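 active means activation above the run mean over all test wells plus 3 SD, cut at about 32% in these data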;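 further: peak over basal fluorescence ratio per well then scaled between controls; 0% = DMSO wells and 100% = acetylcholine at EC100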
M1 ag – agonists of human M1 muscarinic receptor. actives 0.33% (n = 360,000). CHO-K1 hM1, Fluo-8 calcium fluorescence, agonist mode; 0% DMSO, 100% acetylcholine EC100. activation, % at 3 µM. P11229;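 active means activation above the run's mean compound activation plus 3 SD, cut at about 16% in these data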;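 further: peak over basal fluorescence ratio within a 140 s kinetic read after compound addition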
Target sequence (P11229 whole entry, looked up): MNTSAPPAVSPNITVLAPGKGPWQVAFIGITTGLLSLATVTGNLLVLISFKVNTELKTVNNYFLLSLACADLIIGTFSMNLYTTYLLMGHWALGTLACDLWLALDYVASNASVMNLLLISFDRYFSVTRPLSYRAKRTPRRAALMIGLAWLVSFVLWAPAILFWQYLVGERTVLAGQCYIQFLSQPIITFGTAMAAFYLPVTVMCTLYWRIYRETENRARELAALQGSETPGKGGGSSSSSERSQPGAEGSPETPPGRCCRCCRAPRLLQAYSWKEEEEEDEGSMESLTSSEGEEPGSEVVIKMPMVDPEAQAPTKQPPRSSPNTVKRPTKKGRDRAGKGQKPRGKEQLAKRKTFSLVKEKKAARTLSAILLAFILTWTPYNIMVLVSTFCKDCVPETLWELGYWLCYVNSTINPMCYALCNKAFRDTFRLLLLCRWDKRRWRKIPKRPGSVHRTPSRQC
CHRM1 PAM – potentiates human M1 receptor response to acetylcholine; AID 588819; activation, % at 3 µM; CHO-K1 hM1, Fluo-8 calcium fluorescence, ACh EC20; 0% = ACh EC20, 100% = maximal ACh; P11229; actives 0.088% (n = 360,000); in the data active means activation above about 19%, passing the limit was not always enough
M4 antag – CHRM4 antagonism in calcium assay. AID 624125. actives 0.73% (n = 360,000). P08173. CHO-hM4 cells, ACh EC80, Fluo-8 calcium fluorescence. inhibition, % at 3 µM;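 active means inhibition above its plate's cutoff, the mean inhibition of sample wells plus 3 SD, cut at about 27% in these data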;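 further: 0% = acetylcholine EC80 with DMSO and 100% = DMSO without agonist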
CHO-K1 Ca antag – nonselective inhibitor or artifact in parental CHO-K1 cells | ATP-induced calcium, Fluo-8 fluorescence | inhibition, % at 3 µM | actives 0.6% (n = 360,000);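 active means inhibition above a per-plate cutoff, the plate's mean sample inhibition plus 3 SD, cut at about 24% in these data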;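 further: 0% = DMSO plus EC80 ATP and 100% = DMSO alone without ATP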
M1 antag – antagonists of human M1 muscarinic receptor. CHO-K1 hM1, Fluo-8 calcium fluorescence, ACh EC80 antagonist. inhibition, % at 3 µM. actives 1.3% (n = 360,000). AID 588852;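 active means percent inhibition above its own plate's cutoff, namely the mean of that plate's compound wells plus 3 SD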;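 further: peak over basal fluorescence ratio during 140 s after agonist addition; 0% = ACh EC80 plus DMSO and 100% = DMSO alone without agonist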
M1 ag parental – nonselective activator or artifact in parental CHO-K1 cells | Fluo-8 calcium fluorescence; scaled to maximal ATP response, vehicle zero | actives 0.48% (n = 360,000) | activation, % at 3 µM; in the data active means activation above about 15%;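 further: untransfected CHO-K1 host cells lacking M1 receptor as counterscreen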
Starred values were filed as active, the others as inactive.

The first 4 records (preview)
For NS(=O)(=O)c1ccc(NC(=O)COC(=O)/C=C/c2ccc([N+](=O)[O-])cc2)cc1 the results were CHO parental Ca -1, OXTR potentiator 1, CHRM4 agonist 1, M1 ag -6, CHRM1 PAM 2, M4 antag -4, CHO-K1 Ca antag -6, M1 antag -5 and M1 ag parental 0.1.
`O=C(NCc1ccco1)c1cccc(-c2nnc(-c3ccccc3)o2)c1` gave CHO parental Ca -10, OXTR potentiator 4, CHRM4 agonist 11, M1 ag 0, CHRM1 PAM -4, M4 antag 2, CHO-K1 Ca antag 4, M1 antag 8 and M1 ag parental 3.8.
O=C(NNC(=O)c1cc(-c2ccncc2)nc2ccccc12)Nc1ccc(F)cc1 was read as CHO parental Ca -21, OXTR potentiator -10, CHRM4 agonist 5, M1 ag 1, CHRM1 PAM -4, M4 antag 3, CHO-K1 Ca antag -5, M1 antag 12 and M1 ag parental 1.9.
Screening COc1ccc(Br)cc1C=NNS(=O)(=O)c1ccc(C)cc1 returned CHRM4 agonist -1, M1 ag 1, CHRM1 PAM -19, M4 antag 4, CHO-K1 Ca antag 20, M1 antag 33* and M1 ag parental 0.2.

The list itself, repeating the preview:
For NS(=O)(=O)c1ccc(NC(=O)COC(=O)/C=C/c2ccc([N+](=O)[O-])cc2)cc1 the results were CHO parental Ca -1, OXTR potentiator 1, CHRM4 agonist 1, M1 ag -6, CHRM1 PAM 2, M4 antag -4, CHO-K1 Ca antag -6, M1 antag -5 and M1 ag parental 0.1.
`O=C(NCc1ccco1)c1cccc(-c2nnc(-c3ccccc3)o2)c1` gave CHO parental Ca -10, OXTR potentiator 4, CHRM4 agonist 11, M1 ag 0, CHRM1 PAM -4, M4 antag 2, CHO-K1 Ca antag 4, M1 antag 8 and M1 ag parental 3.8.
O=C(NNC(=O)c1cc(-c2ccncc2)nc2ccccc12)Nc1ccc(F)cc1 was read as CHO parental Ca -21, OXTR potentiator -10, CHRM4 agonist 5, M1 ag 1, CHRM1 PAM -4, M4 antag 3, CHO-K1 Ca antag -5, M1 antag 12 and M1 ag parental 1.9.
Screening COc1ccc(Br)cc1C=NNS(=O)(=O)c1ccc(C)cc1 returned CHRM4 agonist -1, M1 ag 1, CHRM1 PAM -19, M4 antag 4, CHO-K1 Ca antag 20, M1 antag 33* and M1 ag parental 0.2.
Screening Cc1cccc(-c2nnc(SCC(=O)O)n2Cc2ccccc2)c1 returned CHO parental Ca -10, OXTR potentiator -4, CHRM4 agonist 1, M1 ag -4, CHRM1 PAM 4, M4 antag -14, CHO-K1 Ca antag -6, M1 antag -9 and M1 ag parental 0.5.
`Cc1ccnc(NS(=O)(=O)c2cc(-c3cc(C)no3)ccc2C(C)C)c1` gave CHO parental Ca -9, OXTR potentiator -5, CHRM4 agonist 1, M1 ag -2, CHRM1 PAM 8, M4 antag 5, CHO-K1 Ca antag -1, M1 antag -8 and M1 ag parental -0.2.
`O=C1c2cccnc2C(=O)N1Cc1ccc(S(=O)(=O)N2CCN(c3ccc(Cl)cc3)CC2)cc1` gave CHO parental Ca -18, OXTR potentiator -4, CHRM4 agonist 0, M1 ag -3, CHRM1 PAM 9, M4 antag -4, CHO-K1 Ca antag -9, M1 antag -6 and M1 ag parental -0.3.
Cc1ccc(C)c(OCCN2C(=O)NC3(CCc4ccccc4C3)C2=O)c1 (stereo not given) was read as CHO parental Ca -26, OXTR potentiator -5, CHRM4 agonist 4, M1 ag -11, CHRM1 PAM 4, M4 antag 1, CHO-K1 Ca antag -13, M1 antag -8 and M1 ag parental 1.8.
For CC1(C)CC(NC(=O)c2cc(Cl)ccc2Cl)CC(C)(C)N1 the results were CHO parental Ca -12, OXTR potentiator -5, CHRM4 agonist 0, M1 ag -4, CHRM1 PAM 3, M4 antag 5, CHO-K1 Ca antag 14, M1 antag -2 and M1 ag parental 0.5.
`COc1ccccc1NS(=O)(=O)c1cccc(C(=O)NCC(c2ccccc2OC)N2CCCC2)c1` (stereo not given) gave CHO parental Ca -7, OXTR potentiator -2, CHRM4 agonist 1, M1 ag -7, CHRM1 PAM -20, M4 antag 3, CHO-K1 Ca antag -13, M1 antag 42* and M1 ag parental 1.2.
`COCCNC(=O)COC(=O)/C=C/c1cnc2ccccc2n1` gave CHO parental Ca 1, OXTR potentiator -5, CHRM4 agonist 1, M1 ag -4, CHRM1 PAM 3, M4 antag 8, CHO-K1 Ca antag -8, M1 antag 1 and M1 ag parental 0.5.
For Cn1c(CO)cnc1SCc1ccc([N+](=O)[O-])cc1 the results were CHO parental Ca -4, OXTR potentiator -6, CHRM4 agonist 1, M1 ag -1, CHRM1 PAM 1, M4 antag 3, CHO-K1 Ca antag -3, M1 antag -7 and M1 ag parental 0.1.
Screening COc1ccc(NC(=O)/C(N=Nc2cccc(S(=O)(=O)Nc3ccc(SC(F)F)cc3)c2)=C(\C)O)cc1 returned CHRM4 agonist 1, M1 ag -2, CHRM1 PAM 11, M4 antag -1, CHO-K1 Ca antag -8, M1 antag -7 and M1 ag parental -0.2.
Screening CCNc1nc(NCC)n2c(SCC(=O)NCC3CCCCC3)nnc2n1 returned CHO parental Ca -5, OXTR potentiator -5, CHRM4 agonist 1, M1 ag -7, CHRM1 PAM 7, M4 antag 1, CHO-K1 Ca antag -6, M1 antag -1 and M1 ag parental 0.5.
`CC1CN(C(=O)Nc2ccc(Br)cc2Cl)CC(C)O1` (stereo not given) gave CHO parental Ca 5, OXTR potentiator -4, CHRM4 agonist -1, M1 ag -4, CHRM1 PAM 1, M4 antag -6, CHO-K1 Ca antag -7, M1 antag 0 and M1 ag parental -0.5.
Screening O=C(c1sc2ccccc2c1Cl)N1CCN(c2ccccn2)CC1 returned CHO parental Ca -12, OXTR potentiator -12, CHRM4 agonist 8, M1 ag 2, CHRM1 PAM -1, M4 antag 11, CHO-K1 Ca antag 16, M1 antag 7 and M1 ag parental 2.2.
For Cc1ccc(NC(=O)CCc2c(C)nn(-c3ccc(N4CCOCC4)nn3)c2C)cc1C the results were CHO parental Ca -26, OXTR potentiator -8, CHRM4 agonist 8, M1 ag -6, CHRM1 PAM 3, M4 antag 0, CHO-K1 Ca antag -15, M1 antag -7 and M1 ag parental 3.4.
Screening CN(C)c1ccc(C(=O)c2ccccc2C(=O)O)cc1[N+](=O)[O-] returned CHO parental Ca 1, OXTR potentiator -2, CHRM4 agonist 1, M1 ag 1, CHRM1 PAM 0, M4 antag 7, CHO-K1 Ca antag -5, M1 antag 5 and M1 ag parental -0.2.
`COc1cccc(/C=N/NC(=O)Cn2nc([N+](=O)[O-])cc2C)c1` gave CHO parental Ca -10, OXTR potentiator -6, CHRM4 agonist 1, M1 ag -4, CHRM1 PAM 11, M4 antag -4, CHO-K1 Ca antag -6, M1 antag -20 and M1 ag parental 1.2.
Screening COc1ccccc1C(=O)Nc1c2c(nn1-c1ccc([N+](=O)[O-])cc1)CS(=O)(=O)C2 returned CHO parental Ca -3, OXTR potentiator 0, CHRM4 agonist 1, M1 ag 0, CHRM1 PAM 0, M4 antag -7, CHO-K1 Ca antag -2, M1 antag 6 and M1 ag parental 0.0.
COc1cccc(OCc2nc(-c3ccc(Br)o3)no2)c1 was read as CHO parental Ca -5, OXTR potentiator -3, CHRM4 agonist -1, M1 ag -3, CHRM1 PAM 10, M4 antag 2, CHO-K1 Ca antag -14, M1 antag -6 and M1 ag parental 1.2.
For Cc1cccc(C)c1NC(=O)CN(C)C(=O)c1ccc(-n2cncn2)c([N+](=O)[O-])c1 the results were CHO parental Ca -7, OXTR potentiator 1, CHRM4 agonist 1, M1 ag 1, CHRM1 PAM 3, M4 antag 1, CHO-K1 Ca antag -1, M1 antag -2 and M1 ag parental 0.2.
Screening COc1ccc(OC)c(-c2nc(C)sc2CC(=O)O)c1 returned CHO parental Ca -3, OXTR potentiator -6, CHRM4 agonist 1, M1 ag -4, CHRM1 PAM 9, M4 antag 3, CHO-K1 Ca antag -17, M1 antag -7 and M1 ag parental 0.1.
Screening CCN1C(=O)C(=O)N(CC(=O)c2cc(C)n(C3CC3)c2C)C1=O returned CHO parental Ca -11, OXTR potentiator -3, CHRM4 agonist 1, M1 ag -2, CHRM1 PAM 9, M4 antag -6, CHO-K1 Ca antag -21, M1 antag -14 and M1 ag parental 0.8.
`COc1ccc(-c2nnc(SCC(=O)NC(C)C)n2CC2CCCO2)cc1OC` (stereo not given) gave CHO parental Ca -13, OXTR potentiator -9, CHRM4 agonist 1, M1 ag -1, CHRM1 PAM 3, M4 antag -3, CHO-K1 Ca antag -5, M1 antag -16 and M1 ag parental 0.7.
For COc1c(N2CCN(C(=S)NC3CC4CCC3C4)C(C)C2)c(F)cc2c(=O)c(C(=O)O)cn(C3CC3)c12 (stereo not given) the results were CHO parental Ca -15, OXTR potentiator -7, CHRM4 agonist -1, M1 ag -3, CHRM1 PAM 0, M4 antag -7, CHO-K1 Ca antag -3, M1 antag -3 and M1 ag parental 0.3.
Screening CCN(c1ccccc1)S(=O)(=O)c1ccc(Oc2ccc(-n3ccnc3)cc2)nc1 returned CHO parental Ca -36, OXTR potentiator -16, CHRM4 agonist 6, M1 ag -1, CHRM1 PAM -4, M4 antag 6, CHO-K1 Ca antag -6, M1 antag 0 and M1 ag parental 3.3.
For Cc1cc(C)cc(CC(=O)N2CCC2(C)C(=O)NS(=O)(=O)c2cccc(OC(F)F)c2)c1 (stereo not given) the results were CHRM4 agonist 0, M1 ag -3, CHRM1 PAM 2, M4 antag -1, CHO-K1 Ca antag -7, M1 antag -7 and M1 ag parental 0.2.
CCCC(=O)Nc1sc(C(=O)OC)c(C)c1C(N)=O was read as CHO parental Ca -10, OXTR potentiator -1, CHRM4 agonist 3, M1 ag -1, CHRM1 PAM 7, M4 antag -9, CHO-K1 Ca antag -25, M1 antag -14 and M1 ag parental 1.6.
`CCOC(=O)N1CCC(NC(=O)C2CCN(c3ccc(N4CCOCC4)nn3)CC2)CC1` gave CHO parental Ca -6, OXTR potentiator 7, CHRM4 agonist -1, M1 ag -7, CHRM1 PAM -5, M4 antag -2, CHO-K1 Ca antag -6, M1 antag 8 and M1 ag parental 0.8.
`CCCCCN(C(=O)CCC(=O)OCCOc1ccccc1Cl)c1c(N)n(CCCC)c(=O)[nH]c1=O` gave CHO parental Ca -31, OXTR potentiator -4, CHRM4 agonist 1, M1 ag 1, CHRM1 PAM 5, M4 antag -25, CHO-K1 Ca antag -4, M1 antag -13 and M1 ag parental 1.4.
`CCCCCC(=O)Nc1nc(C)c(-c2csc(Nc3ccccc3OCC)n2)s1` gave CHO parental Ca -12, OXTR potentiator -2, CHRM4 agonist -1, M1 ag -6, CHRM1 PAM 0, M4 antag -12, CHO-K1 Ca antag -13, M1 antag -4 and M1 ag parental -0.2.
O=C(Nc1ccccc1)c1cc(C2CCCCN2C(=O)CCc2ccccc2)on1 (stereo not given) was read as CHRM4 agonist 4, M1 ag -5, CHRM1 PAM 6, M4 antag -6, CHO-K1 Ca antag -6, M1 antag -21 and M1 ag parental 1.2.

Not a hit list; overall some 2.9% were active at least once.
